KDM5B inhibitor: blocks human KDM5B histone demethylase activity; KDM5B demethylase, FDH-coupled NADH fluorescence (FDH is formaldehyde dehydrogenase); Potency, µM (highest dose often 57.7 µM), without a hit: top-dose activity change, negative = inhibition, hits mostly inhibitors; 220,000 compounds, 2.6% hits; active = well fitted inhibition curve with a large enough effect; inconclusive = small, poorly fitted or top-dose-only effect; inactive = no such curve, though single readings can be large or run the other way; note: 0% is about no effect; nearly all actives have a fitted effect of over 70% in size
Target sequence (Q9UGL1 whole entry, looked up): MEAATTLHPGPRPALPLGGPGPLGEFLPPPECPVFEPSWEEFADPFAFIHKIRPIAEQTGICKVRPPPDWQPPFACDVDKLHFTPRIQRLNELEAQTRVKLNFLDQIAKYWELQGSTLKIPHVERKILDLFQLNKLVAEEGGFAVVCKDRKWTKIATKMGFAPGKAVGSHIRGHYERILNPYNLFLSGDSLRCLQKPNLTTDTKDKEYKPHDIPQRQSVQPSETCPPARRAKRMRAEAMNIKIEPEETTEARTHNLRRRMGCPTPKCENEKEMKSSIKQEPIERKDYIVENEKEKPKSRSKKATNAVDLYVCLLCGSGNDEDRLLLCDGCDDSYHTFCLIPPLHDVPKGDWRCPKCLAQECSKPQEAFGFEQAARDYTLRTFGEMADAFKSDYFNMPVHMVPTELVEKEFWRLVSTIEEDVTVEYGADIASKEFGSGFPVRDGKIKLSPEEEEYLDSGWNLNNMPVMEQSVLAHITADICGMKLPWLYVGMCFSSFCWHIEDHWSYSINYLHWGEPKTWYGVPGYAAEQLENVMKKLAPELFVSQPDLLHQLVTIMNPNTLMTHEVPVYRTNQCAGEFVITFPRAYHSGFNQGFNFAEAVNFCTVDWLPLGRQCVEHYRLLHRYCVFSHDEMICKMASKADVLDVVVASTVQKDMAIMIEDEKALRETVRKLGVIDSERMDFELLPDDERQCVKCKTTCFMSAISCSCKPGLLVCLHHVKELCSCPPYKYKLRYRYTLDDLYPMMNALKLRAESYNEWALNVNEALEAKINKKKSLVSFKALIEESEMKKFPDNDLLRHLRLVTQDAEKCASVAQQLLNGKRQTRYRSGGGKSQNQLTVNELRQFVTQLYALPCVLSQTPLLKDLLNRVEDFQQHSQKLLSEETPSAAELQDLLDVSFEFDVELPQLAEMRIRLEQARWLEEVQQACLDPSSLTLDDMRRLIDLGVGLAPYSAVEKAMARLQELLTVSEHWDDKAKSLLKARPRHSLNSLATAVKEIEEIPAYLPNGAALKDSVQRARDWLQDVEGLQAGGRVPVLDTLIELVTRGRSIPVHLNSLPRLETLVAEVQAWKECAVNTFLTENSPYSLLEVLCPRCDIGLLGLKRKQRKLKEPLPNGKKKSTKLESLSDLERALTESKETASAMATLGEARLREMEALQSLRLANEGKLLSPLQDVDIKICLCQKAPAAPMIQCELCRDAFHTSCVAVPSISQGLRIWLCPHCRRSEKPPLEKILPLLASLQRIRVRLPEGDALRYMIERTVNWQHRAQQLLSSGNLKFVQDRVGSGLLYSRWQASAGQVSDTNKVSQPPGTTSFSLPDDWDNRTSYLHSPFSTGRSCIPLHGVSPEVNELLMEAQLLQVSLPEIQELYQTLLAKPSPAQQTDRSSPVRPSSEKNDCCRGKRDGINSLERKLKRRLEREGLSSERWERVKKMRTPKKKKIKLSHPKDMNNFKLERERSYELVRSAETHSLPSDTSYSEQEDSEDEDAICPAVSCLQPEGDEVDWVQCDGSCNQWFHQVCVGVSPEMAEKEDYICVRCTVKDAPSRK
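qHTS format, multiple compound concentrations. Buffer 50 mM HEPES pH 7.5/0.01% Tween-20; 200 nM KDM5BΔAP final; 10 min compound preincubation; substrate-mix levels 12.5 µM peptide, 25 µM α-KG, 0.25 mM NAD⁺; 30 min RT; ΔRFU.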
Starred values were filed as active, the others as inactive; ? = inconclusive; ! = not active in a repeat; [ ] = another dose, or the depositor's remark. Potency is the fitted concentration of half-maximal effect. Some of the compounds tested; rates above refer to the full screens.

SMILES	KDM5B inhibitor
COc1cccc(CNC(=O)Cn2c(C)cc3nc4n(c(=O)c32)CCCCC4)c1OC	4%
CCOC(=O)N1CCN(c2nc3ccccc3nc2C(C#N)C(=O)NCCc2ccccc2)CC1 (centres undefined)	8%
Cc1ccc(-n2ncnc2-c2cc3c(n(-c4ccccc4)c2=O)CC(C)(C)CC3=O)cc1	-4%
CNC(=O)N1CCC(C2CCN(C(=O)COc3cccc(C)c3)C2)CC1 (centres undefined)	19%
C=C(C)Cn1c(SCCCCC)nc2c1c(=O)n(C)c(=O)n2C	-6%
COc1ccc(NC(=O)c2c(C)noc2C(C)C)cc1OC(F)F	9%
O=C(Nc1ccc(I)cc1F)c1ccc(-c2ccccc2)cc1	14%
Cc1cccc(C(=O)Nc2ccc(S(=O)(=O)Nc3cnc4ccccc4n3)cc2)c1	42%[activator]
O=C(NCCc1ccccc1)c1cc(Sc2ccc(F)cc2F)nc2ccccc12	-24%
CCn1c(C(C)(C)Oc2ccc(Cl)c(C)c2)n[nH]c1=S	1%
CCCCN(CC)C(=O)CCNS(=O)(=O)c1ccc2c(c1)c(=O)n(C)c(=O)n2C	-25%
Cc1oc2ncn(C)c(=O)c2c1C(=O)NCCCN1CCCCC1C (centres undefined)	-4%
CCCn1c(NCc2ccco2)nc2c1c(=O)n(C)c(=O)n2C	0%
Cc1noc(C)c1S(=O)(=O)N(CC(=O)NCCc1ccccc1)c1ccc(C(C)C)cc1	?
COC(=O)c1cc(C(C)C)sc1NC(=O)c1ccccc1Cl	?
CN(C)S(=O)(=O)c1ccccc1CNS(=O)(=O)c1ccc2c(c1)CCCC2	10%
COc1ccc2[nH]c(C(=O)NCCc3ccccc3)cc2c1	?
O=CN1CCN(C(=O)Cn2ccc3ccc(OCc4ccccc4)cc32)CC1	2%
CCc1cccc2c(C3=NNC(=NC4CC4)SC3)c[nH]c12	-6%
CCCn1c(SCc2ncc(-c3cccc(Cl)c3)o2)n[nH]c1=O	-20%
O=C(c1cn2c(n1)CN([S+](=O)([O-])c1cccc(C(F)(F)F)c1)CC2)N1CCOCC1	0%[115 µM]
CS(=O)(=O)N(C1CC1)C1CCOC2(CCN(C(=O)c3ccc(F)cc3)CC2)C1 (centres undefined)	-9%
Cc1cccc(OCCc2noc(C3CCN(C(=O)CN4CCCCCC4)C3)n2)c1 (centres undefined)	?
COc1ccc(-n2c(C)c(C)c3c2ncn2nc(-c4ccco4)nc32)cc1	?
O=C(Cc1c(F)cccc1Cl)N1CCc2n[nH]c(=O)n2CC1	-16%

In the list so far, 3 have an aryl thioether with sulfur outside any ring.
SMILES	KDM5B inhibitor
C=C(C)Cn1c(SCCCCC)nc2c1c(=O)n(C)c(=O)n2C	-6%
O=C(NCCc1ccccc1)c1cc(Sc2ccc(F)cc2F)nc2ccccc12	-24%
CCCn1c(SCc2ncc(-c3cccc(Cl)c3)o2)n[nH]c1=O	-20%

(further entries)
SMILES	KDM5B inhibitor
N#Cc1ccc(Cl)cc1NC(=O)C12CC3CC(CC(Cl)(C3)C1)C2	23%
Cc1ccc(NC(=O)CCn2nc(-c3ccc(C)cc3)c3ccccc3c2=O)cc1	13%
Cc1cc(C)cc(-n2c(SCC(=O)N3CCCCC3)nc3c([nH]c4ccccc43)c2=O)c1	11%
COCCn1ccc2c(OCC(=O)Nc3ccccc3)cccc2c1=O	?
CN1CCC2(CC1)CN(C(=O)Cc1cccs1)Cc1ccccc1O2	-6%
O=C(c1ccc2c(Cl)c3c(nc2c1)CCCC3)N1CCN(c2cccc(Cl)c2)CC1	1%
CCCCc1nc(C)cc(NCCNC(=O)C2CC3(CCNCC3)CN2)n1 (centres undefined)	34%[activator]
CC(C)c1ccc(OCCN)cc1	8%
COc1c(C)cc(S(=O)(=O)NCCc2c(C)[nH]c3ccccc23)c(C)c1C	-22%
O=S(=O)(Nc1ccccc1Sc1nncs1)C1=Cc2ccccc2CC1	?
CCc1ccccc1NC(=O)c1cc(S(=O)(=O)NCCc2ccc(OC)c(OC)c2)ccc1F	5%
O=C([C@H]1C[C@@H](F)CN1S(=O)(=O)c1ccc(F)c(Cl)c1)N1CCOCC1	2%
Cn1c(=O)oc2cc(S(=O)(=O)N3CCC(C(=O)NCc4ccccc4Cl)CC3)ccc21	-23%
Cc1cc(C)cc(NC(=O)C2CCCN(c3nnc(C)c4c(C)n(-c5ccccc5)nc34)C2)c1 (centres undefined)	?
CC(C)OC(=O)c1ccc(NC(=O)CSc2nc(-c3cccs3)cc(C(F)(F)F)n2)cc1	297%[activator]
CCCCCCCCNC(=O)c1cccs1	4%
Cc1ccc(NC(=O)CSc2nc(=O)[nH]c3c2CCCC3)cc1	-10%
CN(CCCNC(=O)c1cccc2[nH]ncc12)Cc1ccccc1	?
CNC(=O)NC(=O)CNc1ccccc1N(C)Cc1ccccc1	-23%
Cc1cccc(NC(=O)CN(C)C(=O)Cc2cccc(C(F)(F)F)c2)c1C	-14%
COc1ccc(-c2cc(C(=O)O)c3cc(C)ccc3n2)cc1OC	?
CC(C)(C)OC(=O)N1CCC(c2c(C(=O)N3CCN(c4ccccc4F)CC3)cnn2C(C)(C)C)CC1	-23%
CN(Cc1ccccc1)C(=O)CCc1ccnc(N2CCOCC2)c1	25µM*
CCC(C(=O)OCc1cc(=O)n2nc(CCOC)sc2n1)c1ccccc1 (centres undefined)	-5%
COCCN1CCCCCC(O)c2cc(C(=O)NCc3ccccc3OC)ccc21 (centres undefined)	?

Another view of part of the listing above:
SMILES | KDM5B inhibitor
CN1CCC2(CC1)CN(C(=O)Cc1cccs1)Cc1ccccc1O2 | -6%
O=C(c1ccc2c(Cl)c3c(nc2c1)CCCC3)N1CCN(c2cccc(Cl)c2)CC1 | 1%
CCCCc1nc(C)cc(NCCNC(=O)C2CC3(CCNCC3)CN2)n1 (centres undefined) | 34%[activator]
CC(C)c1ccc(OCCN)cc1 | 8%
COc1c(C)cc(S(=O)(=O)NCCc2c(C)[nH]c3ccccc23)c(C)c1C | -22%
O=S(=O)(Nc1ccccc1Sc1nncs1)C1=Cc2ccccc2CC1 | ?

Fetched one by one from above (three):
SMILES	KDM5B inhibitor
CCC(C(=O)OCc1cc(=O)n2nc(CCOC)sc2n1)c1ccccc1 (centres undefined)	-5%
Cc1ccc(NC(=O)CCn2nc(-c3ccc(C)cc3)c3ccccc3c2=O)cc1	13%
COc1c(C)cc(S(=O)(=O)NCCc2c(C)[nH]c3ccccc23)c(C)c1C	-22%

(further entries)
SMILES	KDM5B inhibitor
CC(NC(=O)c1ccc(OC2CCN(S(=O)(=O)N(C)C)CC2)cc1)c1ccc(F)cc1 (centres undefined)	27%
CCn1cc(S(=O)(=O)c2cccc(Cl)c2)c(=O)c2cc(F)c(N3CCN(c4ccccc4)CC3)cc21	?
CC(Oc1ccc(F)cc1)C(=O)N1CCC(c2nc3ccccc3s2)CC1 (centres undefined)	?
CS(=O)(=O)N1CCCC(C(=O)NCCc2ccc(Cl)cc2)C1 (centres undefined)	19%
CC(C)(CO)NC(=O)c1sc2ccccc2c1Cl	-5%
Cc1cc(F)ccc1NC(=O)CCS(=O)(=O)c1ccc2c(c1)NC(=O)CO2	8%
CCOC(=O)c1c(C)[nH]c(C)c1S(=O)(=O)N1CCCC(C(=O)NCc2cccc(OC)c2)C1 (centres undefined)	5%
O=C(Nc1cc(F)ccc1F)Nc1ccc(Cl)cc1C(F)(F)F	-1%
CCNCc1ccccc1OCC	-1%
COc1cc2c(=O)n(Cc3ccccc3Cl)c(=O)n(CC(=O)Nc3ccc(C)c(C)c3)c2cc1OC	-17%
O=C(NCC1(COc2cnccn2)C[C@@H](O)[C@@H](O)C1)C1CCCC1 (some centres undefined)	?
O=C(O)c1ccc(O)cn1	-39%
C/C(=N\Nc1ccc(Br)cc1)c1ccc2c(c1)Cc1ccccc1-2	-33%
COc1ccc(Cl)c(NC(=O)C2CC(=O)Nc3cc(-c4ccc(Cl)cc4)nn32)c1 (centres undefined)	-10%
O=C1CCC2(CNC(=O)c3ccoc3)CCC=C2N1 (centres undefined)	7%
COc1cc(NC(=O)c2ccc3c(c2)N(C)C2CCCN2C3=O)cc(OC)c1 (centres undefined)	?
CNc1nc(-c2sc3ccccc3c2C)cs1	?
O=C(Cc1ccccc1)NC1CC(=O)N(c2ccccc2)C1 (centres undefined)	-28%
Cn1nc(OC(C)(C)C(=O)NCCOc2ccccc2)c2cc(CN3CCCC3)ccc21	40µM*
CCCN1CCC(NS(=O)(=O)c2cccc3cc(C)cnc23)CC1	8%
COc1ccc(-c2noc(-c3cccn3CC(=O)Nc3cccc(Cl)c3)n2)cc1F	8%
COc1ccc(-n2nc(C(=O)Nc3ccc(Cl)cn3)c3c4ccccc4n(C)c3c2=O)cc1Cl	-19%
COC(=O)c1ccc(C(=O)OC)c(NC(=O)c2c(-c3ccccc3)c(-c3ccccc3)nn(C)c2=O)c1	-3%
C#CCN1CCC(C(=O)NCCN(C(C)C)C(C)C)CC1	20%
COCCNC(=O)c1noc(-c2ccccc2F)n1	25%

Next section
SMILES	KDM5B inhibitor
Cn1c(=O)c2c(ncn2Cc2cccc(Br)c2)n(C)c1=O	16%
CC1=CCC2C(C)(C)CCCC2(C)C1CC/C(C)=C\CC/C(C)=N/NC(N)=O (centres undefined)	-16%
COc1ccc(N2CCN(C(=O)c3cc4c(s3)-c3ccccc3OC4)CC2)cc1	9%
CC(=O)NCC(=O)N1CC[C@@H]2COCCN(Cc3cccnc3)[C@@H]2C1	?
CC(=O)c1cnc(Nc2nc(C)c3ccc(C)cc3n2)nc1C	4%
CN(C)C[C@@H]1CN(c2ncccn2)C[C@H]1NC(=O)c1c(F)cccc1F	32µM*
O=C(Nc1cccc(-c2nnc3n2CCCC3)c1)c1ccn[nH]1	31%
CCOC(=O)CNC(=O)c1ccc2c(c1)N(S(C)(=O)=O)CC2	?
CCN(CC)S(=O)(=O)c1ccc2c(c1)c(=O)c(C(=O)N1CCN(c3cccc(C)c3)C(C)C1)cn2C (centres undefined)	-8%
Clc1cnc(Nc2cccnc2)c(Cl)c1	25%
Cc1cn2c(=O)c(S(=O)(=O)NCCc3ccc(Cl)cc3)c(C)nc2s1	?
COc1cc(OC)cc(C(=O)Nc2ccc(S(=O)(=O)Nc3cc(C)nc(C)n3)cc2)c1	-3%
COC(=O)C1=C(c2ccccc2)c2ccccc2S(=O)(=O)N1CC(=O)Nc1ccc(F)c(F)c1	?
CC(NC(=O)Cc1c(Cl)cccc1Cl)c1ccccn1 (centres undefined)	8%
CC(C)c1nncn1C1CCN(S(=O)(=O)c2cccs2)CC1	22%
OCCN(CCO)CC(O)COc1ccc(Br)cc1 (centres undefined)	-1%
COc1ccc(-c2nc(CS(=O)(=O)CC(=O)NCc3ccccc3Br)c(C)o2)cc1	-24%
CCOC(=O)N1CCc2c(sc(NC(=O)CN3CCOCC3)c2C#N)C1	-5%
Cc1cc(C)c(CNC(=O)c2cc(-c3ccnn3C)cc3c2OCCN3C(C)C)c(=O)[nH]1	35µM*
Cc1ccccc1Cn1nnc2sc3c(c2c1=O)CCCC3	-14%
C/C(=N/NC(N)=O)c1ccc([N+](=O)[O-])cc1	-16%
CCc1ccc(C(CNC(=O)c2n[nH]c(=O)c3ccccc23)N(C)C)cc1 (centres undefined)	12%
CC(C)(C)c1cc(CN2CCOCC2)c(C(=O)O)o1	17%
CS(=O)(=O)c1ccc2nc(NC(=O)CSCc3ccc(Cl)cc3)sc2c1	12%
CC(C)(C)NC(=O)C(c1ccccn1)N(C(=O)c1csnn1)C1CCCC1 (centres undefined)	31%

(continued)
SMILES	KDM5B inhibitor
O=C(c1ccc2c(c1)ncn2CCO)N1CCCn2nc(CO)cc2C1	-8%
c1cnc2[nH]cc(-c3nc4ccncc4[nH]3)c2c1	35µM*!
Cc1cnc(CC2CC(=O)N(c3ccccc3)C2)nc1N(C)C (centres undefined)	-22%
Cc1ccc2c(c1)c1c(c(=O)n(Cc3ccccc3)c(=O)n1Cc1cccc(C(F)(F)F)c1)n2C	?
CCN(CC)S(=O)(=O)c1cc(C)ccc1N	5%
Cn1nc(C(=O)N(C2CC2)C2CCCc3ccccc32)c2ccccc2c1=O (centres undefined)	8%
CC(C)(C)NC(=O)Cn1ccn2nc(-c3ccccc3)c(CO)c2c1=O	5%
CCCS(=O)(=O)C(C)C(=O)O (centres undefined)	-6%
O=C(c1cc(Cl)ccc1F)N1CCCC(n2cc(-c3nc(-c4ccccc4)no3)nn2)C1 (centres undefined)	-29%
CCN1c2cc(C(=O)NCc3cc(F)ccc3F)ccc2C(=O)N2CCCCCC21 (centres undefined)	?
CCc1ccc(NC(=O)CSc2ncc(S(=O)(=O)c3cc(C)ccc3C)c(=O)[nH]2)cc1	5%
O=C(NCc1ccc(F)cc1)c1cc(Sc2ccc(F)cc2F)nc2ccccc12	?
O=C(c1ccc(F)c(Cl)c1)N1CCC(n2cc(-c3nc(-c4ccccc4)no3)nn2)CC1	-23%
O=C(O)C12CC3C4C5CC(C6C5C3C61)C42 (centres undefined)	10%
CC(=O)Oc1ccc(-c2cnc3ccccc3n2)cc1	26%
O=C(Cc1ccc([N+](=O)[O-])cc1)Nc1ccc2oc(C3CC3)nc2c1	6%
COc1ccc(NC(=O)CN2C(=O)c3cccnc3Sc3ccccc32)cc1OC	?
CC(=O)N1CCC(C2CCN(S(=O)(=O)c3ccc(Cl)cc3C)C2)CC1 (centres undefined)	-13%
Cc1ccccc1NC(=O)CSc1ccc(-c2cccs2)nn1	?
CCN(CC)S(=O)(=O)c1ccc(NC(=S)Nc2ccccc2)cc1	22%
Cc1ccc(-c2nnc([C@H]3CCN(Cc4cccc(C#N)c4)C3)o2)cc1	?
Cc1cc(C(=O)N2CCC3(CC(=O)Nc4ccccc4N3)C2)ccc1Cl (centres undefined)	?

Laid out differently: entries from further up
CCc1ccc(NC(=O)CSc2ncc(S(=O)(=O)c3cc(C)ccc3C)c(=O)[nH]2)cc1
  KDM5B inhibitor: 5%
Cc1ccc(-c2nnc([C@H]3CCN(Cc4cccc(C#N)c4)C3)o2)cc1
  KDM5B inhibitor: ?

Compound activity (PubChem)
